# POLI inh – blocks human DNA polymerase iota activity | Pol iota fluorescent replication assay, 10 min | Potency, µM (titrated, usually from 115 µM), for the others: top-dose activity, negative = inhibition, hits mostly inhibitors | 390,000 compounds, 1% hits | AID 588590 | Q9UNA4
#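 Fluorescent replication assay read twice, at 0 min and 10 min after adding 50 nM (final) substrate. Enzyme (10 nM) and compounds were first incubated 15 min at room temperature; enzyme-free buffer wells were negative controls.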
# HP1b chromo inh – blocks HP1-beta chromodomain binding to methylated histone tails; P83916; AlphaScreen HP1-beta / biotin-H3K9me3 peptide binding; Potency, µM (doses to about 114 µM), inactives show at the top dose activity change, negative = inhibition, usual class: inhibitors; 390,000 compounds, 0.56% hits; AID 540317; also: nearly all actives have a fitted effect of over 70% in size; inactives centre near 23
# Target sequence (P83916 whole entry, looked up): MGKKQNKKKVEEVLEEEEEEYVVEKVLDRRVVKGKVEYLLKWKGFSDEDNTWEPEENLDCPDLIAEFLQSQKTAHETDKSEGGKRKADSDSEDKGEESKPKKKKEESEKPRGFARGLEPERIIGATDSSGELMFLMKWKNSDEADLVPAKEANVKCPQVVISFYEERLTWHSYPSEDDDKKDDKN
#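 Compound inhibition of the preformed complex between 50 nM HP1-beta and 50 nM biotinylated H3K9me3 peptide was read by AlphaScreen. Buffer was PBS pH 7.4 with 0.01% Tween-20. Incubations ran 30 min at room temperature, with 10 ug/mL donor/acceptor beads.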
# JMJD2A Tudor inh – inhibitors of human JMJD2A Tudor domain; O75164; AlphaScreen JMJD2A-Tudor / H3K4me3 peptide binding; Potency, µM (doses to about 114 µM), inactives show top-dose activity change, negative = inhibition, most hits filed as inhibitors; 390,000 compounds, 4.4% hits; also: % is scaled to controls: 0 for no effect and ±100 for the full control effect; nearly all actives have a fitted effect of over 50% in size
# G9a block – blocks human histone lysine methyltransferase G9a; Q96KQ7; G9a H3K9 monomethylation, AlphaScreen, 2 h; Potency, µM (titrated, usually from 102 µM), inactives show top-dose activity, negative = inhibition, hits mostly inhibitors; 350,000 compounds, 8.8% hits; also: % is scaled to controls: 0 for no effect and ±100 for the full control effect; nearly all actives have a fitted effect of over 75% in size
# Target sequence (Q96KQ7 913-1193 limits assumed): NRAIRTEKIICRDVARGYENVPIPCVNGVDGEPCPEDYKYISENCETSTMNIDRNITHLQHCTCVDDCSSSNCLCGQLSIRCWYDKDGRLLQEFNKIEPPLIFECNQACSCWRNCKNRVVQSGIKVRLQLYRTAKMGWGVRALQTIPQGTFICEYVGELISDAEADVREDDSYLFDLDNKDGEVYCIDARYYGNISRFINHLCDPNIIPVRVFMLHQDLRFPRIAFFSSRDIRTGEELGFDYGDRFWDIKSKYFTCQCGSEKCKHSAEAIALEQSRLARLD
#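 Quantitative HTS format: methyltransferase activity on a biotin-tagged H3K9 peptide is measured by AlphaScreen, using a rabbit anti-monomethyl-H3K9 antibody with streptavidin donor and anti-IgG acceptor beads. Final levels are 20 nM enzyme, 500 nM peptide, 20 uM SAM; 2 h RT.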
# GLS inh – glutaminase GLS (human) inhibition | GLS enzymatic activity, qHTS titration | 410,000 compounds, 0.21% hits | Potency, µM (doses to about 45.5 µM), for inactives: at the highest dose activity change, negative = inhibition, most hits filed as inhibitors | AID 624170; also: % is scaled to controls: 0 for no effect and ±100 for the full control effect
#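 Read-out is an Amplex red fluorescence increase coupled through glutamate oxidase and HRP, measured before and after 30 min room-temperature incubation. hKGA is in 45 mM KH2PO4 (pH 8.2) with 0.02% Tween-20; glutamine added as 1mM solution.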
# PGK inhibitor – blocks T. brucei phosphoglycerate kinase; 380,000 compounds, 0.043% hits; Potency, µM (series often up to 57.5 µM), inactives show at the top dose activity change, negative = inhibition, usual class: inhibitors; PGK/GAPDH coupled, Kinase-Glo luminescence, 60 min; AID 602233; also: % is scaled to controls: 0 for no effect and ±100 for the full control effect; nearly all actives have a fitted effect of over 60% in size
#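 Luminescent ATP detection (Kinase-Glo Plus) follows a 60-minute room-temperature incubation, with wells lacking PGK as controls. Buffer: 100 mM TEA (pH 7.6), 5 mM MgCl2, 0.01% Tween-20. Coupling enzyme GAPDH (100 nM final) supplies unstable 1,3-BPG in-well.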
# BAZ2B block – inhibitors of human BAZ2B bromodomain. Q9UIF8. AlphaScreen BAZ2B-H3K14Ac peptide displacement. 360,000 compounds, 4.4% hits. AID 504333. Potency, µM (top dose mostly 114 µM), inactives show at the highest dose activity change, negative = inhibition, actives largely listed as inhibitors; also: % is scaled to controls: 0 for no effect and ±100 for the full control effect; nearly all actives have a fitted effect of over 60% in size
#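 Inhibition is scored as reduced AlphaScreen emission. The BAZ2B/b-H3(5-23)K14Ac complex (50 nM each) in PBS pH 7.4, 0.01% Tween-20 meets compound (up to 110 uM) for 30 min at RT before bead addition.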
# Pin1 inh – human Pin1 inhibition; Potency, µM (highest dose often 115 µM), without a hit: at the highest dose activity, negative = inhibition, hits mostly inhibitors; Q13526; AID 504891; Pin1 FP peptide displacement, HiFluor488, 10 min; 390,000 compounds, 0.009% hits; active = well fitted inhibition curve with a large enough effect in the polarisation, with a control signal flat, not every such curve was filed as active; inconclusive = small, poorly fitted or top-dose-only effect, or effect the other way, or a change in a side signal; inactive = no such curve, though single readings can be large or run the other way; the % refers to the polarisation; also: % is scaled to controls: 0 for no effect and ±100 for the full control effect
# Target sequence (Q13526 whole entry, looked up): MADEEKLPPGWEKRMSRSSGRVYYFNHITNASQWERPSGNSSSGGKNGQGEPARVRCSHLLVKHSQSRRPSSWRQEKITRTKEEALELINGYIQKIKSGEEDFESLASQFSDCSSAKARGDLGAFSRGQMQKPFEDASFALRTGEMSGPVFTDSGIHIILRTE
# BLM inh – blocks DNA unwinding by human BLM helicase | AID 2528 | recombinant BLM DNA unwinding, fluorescence dequenching | 350,000 compounds, 0.2% hits | P54132 | Potency, µM (highest dose often 56.1 µM), for inactives: at the top dose activity change, negative = inhibition, most hits filed as inhibitors;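 also: plate controls were vehicle for no effect and no enzyme for full effect; nearly all actives have a fitted effect of over 35% in size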
# * hit, by the source's call; i = inactive; u = inconclusive; x = not tested or not shown; & = joins results of further samples; ! = not active in a repeat; [ ] = remark or other dose. Unless noted, calls follow the shape of the dose curve; as a rule, active = well fitted curve in the direction sought with a large enough effect; inconclusive = small, poorly fitted or top-dose-only effect, or another doubt; inactive = no such curve, though single readings can be large; an effect the other way counts as inactive or inconclusive. Potency is read from the fitted curve at half-maximal effect. These rows are one share of the data. The share of hits here may be higher or lower than overall.
# Fields – POLI inh	HP1b chromo inh	JMJD2A Tudor inh	G9a block	GLS inh	PGK inhibitor	BAZ2B block	Pin1 inh	BLM inh
CCCCn1c(N)c(N(CCOC)C(=O)CC(NC(=O)c2ccccc2Cl)c2ccccc2)c(=O)[nH]c1=O (stereo unspecified)
  11%	23%	-2%	x	6%	5%	x	0%	x
Cc1coc2c(O)cc3c(c12)OC1(N2CCCCC2)C(=O)NCCCC31 (stereo unspecified)
  u	-80%	20µM*	7.9µM*	u	-9%	u	u	-16%
O=C(c1ccc2snnc2c1)N1CCCCC1
  -1%	44%[activator]	-1%[11.4 µM]	24%[59 µM]	2%	1%	10%	3%	1%
CCN(CC)S(=O)(=O)c1ccc(Cl)c(NC(=O)c2ccccc2C)c1
  17%	-4%	-14%[11.4 µM]	15%[12.7 µM]	-11%	0%	12%	-2%	-4%
COc1ccccc1C(=O)Nc1ccc2nc(N3CCC(C)CC3)cc(C)c2c1
  10%	87%[activator]	19%	54%[activator][59 µM]	7%	x	37%[activator]	48%[activator]	0%
Cc1ccc2[nH]cc(CCNC(=O)c3cccs3)c2c1
  65%[activator]	-2%	-17%	12%	-1%	1%	u	1%	-2%
CCOc1cc(C(=O)N(C)c2ccccc2)cc(OCC)c1OCC
  -7%	17%	-4%	10%[12.7 µM]	-1%	-4%	1%	-5%	-2%
COc1cc(-c2nc(-c3ccc(NC(=O)c4ccc(Br)o4)cc3)no2)cc(OC)c1OC
  u	2%	-20%	21%[12.7 µM]	-1%	-7%	-2%	61%[activator]	-8%
Nc1ccc(C(=O)OCc2nc3ccccc3s2)cc1
  21%	49%[activator]	-6%	12%	-19%	-9%	x	7%	-5%
COC(=O)NNC1=CC(=O)CC(C)(C)C1
  5%	40%[activator]	-18%	-4%	29%	-6%	-30%	-1%	-6%
COc1ccc(OC2CCN(S(=O)(=O)c3ccc(C(C)=O)cc3)CC2)cc1
  5%	40%[activator]	-5%	31%[activator]	1%	3%	-4%	2%	-11%
CN(C)c1ccc(NC(=O)Cn2c(SCc3ccc(F)cc3)nc3ccncc32)cc1
  -9%	2%	u	6.3µM*	-5%	-4%	u	u	-11%
N/C(=N\OC(=O)c1cc(Br)ccc1Cl)c1ccccn1
  52%[activator]	51%[activator]	13%	56µM*	-1%	-10%	2%	-5%	2%
CCc1ccc2c(c1)C(NC(C)=O)C(=O)N2CC (stereo unspecified)
  -3%	57%[activator]	-16%	u	7%	-9%	5%	-6%	2%
COc1ccccc1C(=O)NC(=O)COC(=O)Cc1ccccc1[N+](=O)[O-]
  -8%	24%	-8%	-50%	-4%	-4%	-3%	1%	x
O=[N+]([O-])c1ccccc1/C=N/n1c(COc2ccccc2)n[nH]c1=S
  -2%	-17%	50µM*	1µM*	12%	-6%	-37%[57.1 µM]	1%	-3%
COC(=O)CNC(=O)/C=C/c1cc(Br)ccc1OC
  24%	40%[activator]	-3%	-32%	-2%	-2%	-4%	1%	-5%
Cc1noc(-c2ccc(-c3noc(-c4ccc(F)cc4)n3)cc2)n1
  -11%	8%[57 µM]	-4%	14%[59 µM]	7%	-6%	5%	-17%	0%
O=[N+]([O-])c1ccc(SCCc2ccncc2)cc1
  44%&34%[activator]	u	50µM*!	11µM*	u	-5%&1%	50µM*	-2%&-5%	-10%&3%
Cc1ccc(NC(=O)C2(c3ccccc3)CCOCC2)c([N+](=O)[O-])c1
  36%[activator]	-3%[57 µM]	u	-20%[59 µM]	1%	3%	u	9%	-3%
CCOC(=O)/C=C1\SCC(=O)N1CC(=O)Nc1ccc(C(C)C)cc1
  -10%	2%	-15%	u	3%	-6%	8%	2%	-19%
Cc1ccc(C(=O)NCCSc2ccccc2)cc1S(=O)(=O)Nc1ccccc1
  6%	21%	-18%	31%[0.501 µM]	5%	i	u	8%	-14%
Cc1ccc(NS(=O)(=O)c2ccc(C(=O)NCCCN3CCCC3=O)cc2)cc1
  11%	19%	-13%	10%[0.501 µM]	7%	-1%	5%	6%	x
CN(C)c1nc(SCCOC(=O)c2ccccc2)nc(N(C)C)n1
  6%	99%	51%[activator]	61%[activator][59 µM]	5%	-1%	78%[activator]	-3%	-18%
CCCCN(CC)CCCNC(=O)c1cn(-c2ccc(OC)cc2)c(=O)c2ccccc12
  21%	52%[activator]	-16%	4%	-2%	i	3%	-7%	1%
CCCCN1C(=O)CN(C2CCCCCC2)C(=O)C1c1ccc(OC(C)C)c(OC)c1 (stereo unspecified)
  -1%	21%	-9%	7%[59 µM]	-9%	i	-10%	-11%	-1%
Cc1ccc(N2C(=O)[C@@H]3C(C(=O)CCN4C(=O)c5ccccc5C4=O)=NN[C@@H]3C2=O)cc1
  46%[activator]	33%	-7%	u	23%	-1%	0%	3%	2%
O=C(Nc1sc2c(c1C(=O)NCCCO)CCCC2)c1ccccc1
  39%[activator]	50%[activator]	-4%	x	13%	-1%	18%	6%	-3%
Cc1cc(NC(=O)CCC(=O)N(Cc2cccnc2)C(C(=O)NC(C)(C)C)c2ccccc2Cl)no1 (stereo unspecified)
  110%[activator]	15%	-32%	14%[59 µM]	6%	0%	3%	-1%	3%
O=C1c2ccccc2C(=O)N1Cc1nc(-c2ccccn2)no1
  -19%	6%	-21%	u	5%	-7%	-30%	2%	-1%

# Continued, starting with the last 2 of the part before.
# Fields – POLI inh	HP1b chromo inh	JMJD2A Tudor inh	G9a block	GLS inh	PGK inhibitor	BAZ2B block	Pin1 inh	BLM inh
Cc1cc(NC(=O)CCC(=O)N(Cc2cccnc2)C(C(=O)NC(C)(C)C)c2ccccc2Cl)no1 (stereo unspecified)
  110%[activator]	15%	-32%	14%[59 µM]	6%	0%	3%	-1%	3%
O=C1c2ccccc2C(=O)N1Cc1nc(-c2ccccn2)no1
  -19%	6%	-21%	u	5%	-7%	-30%	2%	-1%
COc1cc2c(cc1OC)C(C)N(C(=S)Nc1ccccc1)CC2 (stereo unspecified)
  365%[activator]	-4%	-23%	11%	1%	u	4%	-4%	-1%
Cn1ncc2c(Nc3ccc([N+](=O)[O-])cc3)nc(Cl)nc21
  3%	47%[activator]	-5%	-3%[12.7 µM]	0%	i	-12%	13%	-5%
COc1ccc(CCNC(=O)c2ccc(NC3=NC4CS(=O)(=O)CC4S3)cc2)cc1OC (stereo unspecified)
  31%[activator]	65%[activator]	-18%	4%	-3%	i	-1%	8%	2%
O=C(Nc1ccc(Cl)cc1)N1CCC(c2nc(-c3cccs3)no2)CC1
  -6%	16%	-10%	-31%[12.7 µM]	-24%	i	45%[activator]	0%	1%
COc1ccc(CN2CN(C3CCCC3)CSC2=S)cc1
  157%[activator]	16%	-10%	u	8%	1%	-11%	-6%	-9%
CN1CCN(c2ccc(C(F)(F)F)cc2NC(=O)Nc2ccccc2)CC1
  22%	84%[activator]	-13%	-30%	5%	x	-16%	2%	-7%
Nc1nc2cc(Br)ccc2o1
  28%	26%	-7%	x	-6%	0%	x	-6%	x
COc1ccc(OCCCn2c(C)nc3cc(C)c(C)cc32)cc1
  20%	23%	u	u	5%	6%	-29%	3%	-1%
Cc1nccn1CC(=O)N/N=C/c1ccccc1O
  25%	29%	56µM*	x	-2%	4%	45µM*	11%	-3%
Cc1cc(C)cc(NC(=O)CSc2oc(-c3ccco3)nc2S(=O)(=O)c2ccccc2)c1
  1%	28%	-10%	-24%[59 µM]	-9%	-8%	-5%	40%[activator]	-6%
COc1ccc(-c2ccc(-c3noc(-c4cccs4)n3)c(OC)n2)cc1
  10%	25%	1%	0%	1%	1%	0%	77%[activator]	-2%
Cc1cc(C)nc(SCC(=O)Nc2ccc(N3CCOCC3)c(Cl)c2)n1
  7%	22%	-18%	u	2%	-3%	-6%	0%	2%
COc1cc(/C=C(/C#N)C(=O)NCCCc2ccccc2)ccc1OCC(=O)O
  u	24%	2%	x	1%	-3%	u	4%	2%
CCOC(=O)N1CCN(C(=O)COc2ccc(S(=O)(=O)Nc3ccc(OCC)cc3)cc2)CC1
  3%	1%	-27%	-6%[59 µM]	-11%	-3%	6%	-2%	0%
CCOC(=O)c1c(/N=C/N(C)C)sc(C=O)c1-c1ccccc1
  108%[activator]	37%[activator]	11%	7%	-8%	i	-1%	0%	-3%
CC(=O)Nc1cc(-c2ccc(Cl)cc2)[nH]n1
  12%	46%[activator]	-5%	11%[12.7 µM]	-2%	-9%	-29%	-10%	3%
Cc1ccc(C(=O)Oc2cc(-c3ccccc3)no2)cc1
  0%	35%	5%	4%	0%	2%	-2%	-3%	2%

# Shown comma-delimited: part of the list above.
SMILES,POLI inh,HP1b chromo inh,JMJD2A Tudor inh,G9a block,GLS inh,PGK inhibitor,BAZ2B block,Pin1 inh,BLM inh
COc1ccc(CCNC(=O)c2ccc(NC3=NC4CS(=O)(=O)CC4S3)cc2)cc1OC (stereo unspecified),31%[activator],65%[activator],-18%,4%,-3%,i,-1%,8%,2%
O=C(Nc1ccc(Cl)cc1)N1CCC(c2nc(-c3cccs3)no2)CC1,-6%,16%,-10%,-31%[12.7 µM],-24%,i,45%[activator],0%,1%
COc1ccc(CN2CN(C3CCCC3)CSC2=S)cc1,157%[activator],16%,-10%,u,8%,1%,-11%,-6%,-9%
CN1CCN(c2ccc(C(F)(F)F)cc2NC(=O)Nc2ccccc2)CC1,22%,84%[activator],-13%,-30%,5%,x,-16%,2%,-7%
Nc1nc2cc(Br)ccc2o1,28%,26%,-7%,x,-6%,0%,x,-6%,x

# Assay outcomes from PubChem BioAssay.
